# Screening data from PubChem BioAssay.
# IMPase inh = cell-permeable inhibitors of inositol monophosphatase (IMPase); inhibition (IP1 accumulation), % at 46.1 µM; 120,000 tested, under 10 active; P97697; CHO-M1 cells, IP1 accumulation, HTRF TR-FRET ratio; AID 901; active = well fitted curve in the direction sought with a large enough effect in the signal ratio, not every such curve was filed as active; inconclusive = small, poorly fitted or top-dose-only effect, or a change in a side signal; inactive = no such curve, though single readings can be large or run the other way; the % refers to the signal ratio;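 note: cells stimulated with carbachol in lithium chloride buffer; plate controls were DMSO basal wells for no effect and reference inhibitor wells for full effect; higher means more IMPase inhibition seen as more IP1 and lower FRET ratio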
# Target sequence (P97697 whole entry, looked up): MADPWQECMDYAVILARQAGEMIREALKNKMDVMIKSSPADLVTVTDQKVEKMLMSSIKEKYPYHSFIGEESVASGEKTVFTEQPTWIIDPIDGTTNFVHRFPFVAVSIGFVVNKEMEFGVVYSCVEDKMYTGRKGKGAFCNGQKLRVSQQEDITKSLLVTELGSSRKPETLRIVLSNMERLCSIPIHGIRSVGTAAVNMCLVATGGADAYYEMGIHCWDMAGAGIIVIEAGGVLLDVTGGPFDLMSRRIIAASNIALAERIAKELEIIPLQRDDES
#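 Seeded CHO-M1 cells were dosed with compound at up to 46 uM, stimulated with carbachol for 30 min, then lysed in IP-One detection reagents. Higher IP1 lowers the TR-FRET signal.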
# 12-hLO inh = inhibitors of human 12-lipoxygenase (ALOX12). Potency, µM (top dose mostly 57.1 µM), for the others: at the highest dose activity change, negative = inhibition, usual class: inhibitors. AID 1452. purified 12-hLO, xylenol orange hydroperoxide absorbance. 150,000 tested, 0.12% active. P18054; note: potency is the fitted concentration of half-maximal effect; nearly all actives have a fitted effect of over 55% in size; many of its hits are not listed in these tables
# Target sequence (P18054 whole entry, looked up): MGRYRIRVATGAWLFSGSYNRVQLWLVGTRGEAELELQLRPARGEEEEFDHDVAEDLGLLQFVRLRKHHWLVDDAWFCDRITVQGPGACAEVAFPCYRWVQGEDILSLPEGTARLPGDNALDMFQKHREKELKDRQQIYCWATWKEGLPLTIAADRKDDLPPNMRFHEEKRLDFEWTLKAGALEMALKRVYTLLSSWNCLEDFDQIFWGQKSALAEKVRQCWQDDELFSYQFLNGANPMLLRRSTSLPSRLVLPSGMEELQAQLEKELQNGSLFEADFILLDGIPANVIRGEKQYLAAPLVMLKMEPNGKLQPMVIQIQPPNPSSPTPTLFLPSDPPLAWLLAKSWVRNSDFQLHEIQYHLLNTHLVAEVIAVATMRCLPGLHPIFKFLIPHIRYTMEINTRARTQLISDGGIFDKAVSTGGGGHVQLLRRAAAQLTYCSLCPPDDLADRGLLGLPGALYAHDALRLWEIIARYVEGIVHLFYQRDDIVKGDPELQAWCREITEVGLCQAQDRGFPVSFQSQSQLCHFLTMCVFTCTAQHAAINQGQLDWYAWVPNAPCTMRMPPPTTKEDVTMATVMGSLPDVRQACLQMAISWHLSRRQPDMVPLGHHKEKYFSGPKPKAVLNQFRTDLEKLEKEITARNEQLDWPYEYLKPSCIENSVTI
#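 150 nM 12hLO, 25 mM Hepes pH 7.0 + 0.01% Triton X-100; cpd preinc 15 min RT; 40 uM arachidonic acid, 30 min RT; Fe-XO 30 min; A573/A405 ratio as read-out.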
# PNC assembly inh = blocks assembly of the perinucleolar compartment; activity change (PNC), negative = inhibition, % at 10 µM; AID 2417; PC3M PTB-GFP, PNC prevalence imaging, 16 h; stronger effect = lower value; 140,000 tested, 3.1% active;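 active = readout at or below -70, meaning at least 70% loss of cells showing the perinucleolar compartment, a nuclear body marking cancer cells; inconclusive = readout between -30 and a set limit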;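 note: plate controls were DMSO wells for no effect and camptothecin positive control wells for full effect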
#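 Compounds are pinned in duplicate onto adhered PC3M cells stably expressing GFP-tagged PTB and incubated 16 h at 37 C. Cells are then fixed, nuclei stained with Hoechst, and PNC-positive cells counted.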
# ALOX15B inhib = 15-hLO-2 (ALOX15B) enzyme inhibition | AID 881 | O15296 | purified 15hLO-2, xylenol orange hydroperoxide absorbance | Potency, µM (series often up to 57.1 µM), inactives show at the highest dose activity change, negative = inhibition, usual class: inhibitors | 110,000 tested, 0.56% active; note: potency is the fitted concentration of half-maximal effect; nearly all actives have a fitted effect of over 60% in size; many of its hits are not listed in these tables
#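 Screening format was qHTS against 50 nM purified 15hLO-2 in Hepes pH 7.5 with detergent. Activity follows hydroperoxide formation from 45 uM arachidonic acid, measured as 573:405 nm absorbance ratio of the ferric-xylenol orange complex.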
# The depositor's hits bear a star; ? = inconclusive; . = not tested or not shown; [ ] = dose if it differs, or a comment. Unless noted, calls come from the whole dose curve; as a rule, active = well fitted curve in the direction sought with a large enough effect; inconclusive = small, poorly fitted or top-dose-only effect, or another doubt; inactive = no such curve, though single readings can be large; an effect the other way counts as inactive or inconclusive. Unless noted, % is set by controls: 0 for no effect and ±100 for the full control effect. Only part of the results is shown. The share of hits here may be higher or lower than overall.
Molecule | IMPase inh | ALOX15B inhib | 12-hLO inh | PNC assembly inh
CN(C)C(=O)/C(C#N)=C\c1cc(Br)c(Sc2ccc(Cl)cc2)o1 | . | . | -1% | ?
Cc1ccc(C(N)=Nc2ccccc2)cc1 | . | -5%[11.4 µM] | -1%[11.4 µM] | .
Cc1c(/C(O)=C2\C(=O)C(=O)N(CCN(C)C)C2c2cccs2)cnn1-c1ccccc1 (stereo not drawn) | 11 | 5% | -1% | -22
CCn1cc(C2=NCC(C)O2)c2ccccc21 (stereo not drawn) | 0 | 4% | 4% | 8
CCn1c(C2CC(=O)N(c3cc(C)cc(C)c3)C2)nc2ccccc21 (stereo not drawn) | 1 | 4% | 5% | -26
CCOC(=O)c1nc2nc(C)cc(=O)n2[nH]1 | -12 | -4% | -3% | ?
Cc1ccc(O)c(N=Cc2sc3ccccc3c2Cl)c1 | . | . | -18% | 4
COc1cnc(NS(=O)(=O)c2ccc(N)cc2)nc1 | -2[20.6 µM] | 5% | -3% | -4
CC(C)(CS)C(=O)N1CCC[C@H]1C(=O)O | 1[20.6 µM] | 28%[25.6 µM] | -1%[25.6 µM] | .
O=C(CN1C(=O)c2ccccc2C1=O)NCC(=O)OCC(=O)c1ccc(Cl)cc1 | . | . | 3% | ?
CCOc1cc2[nH]c(=O)n(Cc3cccc(OC)c3)c(=O)c2cc1OCC | -1 | -12% | -9% | 10
CCCOC(=O)C1=C(C)NC2=C(C(=O)C(C(=O)OC)C(C)C2)C1c1ccc(N(CC)CC)cc1 (stereo not drawn) | 7 | . | -6% | 27
Cc1ccc(C(=O)C(OC(=O)CN2C(=O)c3ccccc3C2=O)c2ccccc2)cc1C (stereo not drawn) | 2 | 0% | 6% | 13
CCN1CCN(C(=O)CN(c2ccccc2C)S(C)(=O)=O)CC1 | -5 | -2% | 4% | 34
Cc1ccc(N(C=NC#N)CC(=O)N2CCN(c3ccccc3)CC2)cc1 | -6 | 11% | -10% | 20
O=C(CSc1nc2cccnc2n1Cc1ccccc1)NCc1ccco1 | 1 | -4% | 3% | 31
Cc1ccc(/C=C/C(=O)NCc2ccncc2)cc1 | 3 | . | 0% | -25
CSc1ccc(S(=O)(=O)NCc2ccc(Cl)cc2Cl)cc1 | 8 | -7% | -13% | ?
CCN1C=C(Cc2ccccc2C)C2=C(C1)C(c1ccccc1C)C(C#N)=C(N)O2 (stereo not drawn) | 7 | 29% | -12% | -9
COc1ccc(CC(=O)Nc2nnc(-c3cccc([N+](=O)[O-])c3)s2)cc1 | . | . | 3% | 60
Cc1cccc(CN(CC(=O)N/N=C/c2cccs2)S(=O)(=O)c2ccc(Cl)cc2)c1 | 13 | -8% | -13% | ?
Cc1ccc(C)c(S(=O)(=O)N2CCN(C(=O)c3cnccn3)CC2)c1 | 0 | 0% | -8% | 16
CCOC(=O)CN1C(=O)C(C)(C)Oc2ccc(C(=O)Nc3ccccc3)cc21 | 9 | -5% | 4% | 12
CC1=CCC2C(=O)N(c3ccc(Br)cc3C)C(=O)C2C1 (stereo not drawn) | 14 | -1% | -6% | 3
O=C(CCC1CCCCC1)NCc1ccc(F)cc1 | . | . | 2% | 31
Cc1ccc2nc(NC(=S)NC(=O)c3ccco3)sc2c1 | . | . | -5% | -27
COc1cc(OC)c(-c2nn3c(C4CCCCC4)nnc3s2)cc1OC | -4 | -5% | -1% | 3
COc1cccc(C(=O)Oc2cc3c4c(c2)C(C)=CC(C)(C)N4C(=O)C3=O)c1 | 17 | . | -10% | 47
O=C(CCSc1nnc(-c2ccco2)o1)Nc1ccc(Cl)cc1 | -5 | 5% | -5% | -17
Cn1c(CNC(=O)c2ccccc2F)nnc1SCc1ccc(F)cc1 | . | . | 8% | 2
O=C(O)/C(=C\c1cccc(F)c1)c1ccc(S(=O)(=O)N2CCCCC2)s1 | -5 | . | 1% | 14
COCCn1c(SCCCC(=O)c2ccc(Br)cc2)nnc1-c1ccncc1 | 12 | 5% | -4% | -10
CCc1cc2cc(C)cc(C)c2nc1SCC(=O)NNC(=O)c1ccco1 | . | . | 0% | 37
CS(=O)(=O)Nc1ccc(Cc2ccc(NS(C)(=O)=O)cc2)cc1 | -6 | 7%[2.29 µM] | -2% | -22
O=C(CCn1c(=O)oc2ccccc21)N1CCOCC1 | -3 | -2% | 1% | -3
O=C(COc1ncnc2ccccc12)N1CCN(S(=O)(=O)c2ccc(Cl)cc2)CC1 | 0 | -9% | -9% | 20
CCCC(=O)Nc1ccc(NC(=O)c2ccccc2OC)cn1 | 3 | 7% | 5% | 78
O=C(Nc1ccc2c(c1)OCCO2)c1cnccn1 | -1 | -8% | -5% | -13
CC(=O)c1sc(N/N=C\c2cccc(Br)c2)nc1C | . | . | -17% | -85*
O=C(CN1C(=O)C2C3C=CC(C3)C2C1=O)NCCN1CCCc2ccccc21 (stereo not drawn) | 3 | 3% | 6% | 36
CSc1cc(C)n(-c2ccccc2C)c(=S)c1C(C)=O | -6 | -6% | 0% | -29
CCCCCCCCC/C=C/CC1CC(=O)OC1=O (stereo not drawn) | . | -22% | -2% | .
O=C(NCc1ccccn1)c1cc(-c2ccc(-c3ccccc3)cc2)nc2ccccc12 | 0 | . | 3% | 19
O=C(CCC(=O)OCC(=O)c1ccccc1)Nc1cccc2cccnc12 | -6 | 12% | 2% | 84
CC(C)(C)C(=O)Cn1c(NCCCO)nc2ccccc21 | 1 | -3% | 3% | -1
COC(=O)CCn1nnc(-c2ccc(C)cc2)n1 | -11 | 1% | -2% | -1
OCCN=c1cc(-c2ccccc2)oc2ccc(Cl)cc12 | 12 | 18% | 2% | 38
O=C(NC(NC(=S)Nc1cc(Cl)ccc1Cl)C(Cl)(Cl)Cl)c1ccco1 (stereo not drawn) | 6 | ? | ? | 26
CCOc1cc(/C=N/NC(=O)c2cccc([N+](=O)[O-])c2)ccc1OS(=O)(=O)c1ccccc1 | 8 | -15% | -2% | 41
Cc1nn(CC(=O)Nc2ccccn2)c(C)c1Br | . | . | -1% | -27

# (listing goes on)
Molecule | IMPase inh | ALOX15B inhib | 12-hLO inh | PNC assembly inh
Cc1nc2c3cnn(-c4ccccc4)c3ncn2n1 | -1 | 6% | -4% | 0
CC1CCN(S(=O)(=O)c2ccc3c(c2)c(=O)c(C(=O)N2CCCCC2)cn3C)CC1 | 6 | 5% | 2% | -12
Cc1ccc(NC(=S)N2CCn3cccc3C2c2cccnc2)cc1 (stereo not drawn) | 3 | . | -3% | -25
O=C1c2ccccc2CC1Sc1nnc(-c2ccncc2)o1 (stereo not drawn) | 13 | -3% | -4% | 29
CN(Cc1nc2ccccc2c(=O)[nH]1)C(=O)c1ccc(S(=O)(=O)N(C)C)cc1 | -2 | -3% | 6% | -16
COCCOC(=O)C1=C(C)NC(=O)CC1c1cc2c(cc1Br)OCO2 (stereo not drawn) | -2 | 2%[2.29 µM] | 1% | 63
Cc1cc(C(=O)N2CCN(c3cccc(Cl)c3)CC2)c(C)o1 | 5 | 1% | 1% | ?
Cc1ccc(-c2cnc(NC(=O)c3cccc(Br)c3)s2)c(C)c1 | 0 | 41%[activator] | -7% | 33
Cc1cc(NCc2ccccn2)ccc1Br | -17 | 10% | 2% | -28
Cc1[nH]n(-c2ccccc2)c(=O)c1C1(C(F)(F)F)C(=O)N(c2ccc(F)cc2)C2=C1C(=O)CC(C)(C)C2 (stereo not drawn) | 2 | -10% | -9% | -1
Clc1ccc(-c2nc3nc4ccccc4nc3n2Cc2ccco2)cc1 | 4 | -16% | ? | ?
Cc1ccccc1NN1C(=O)C=CC1=O | -2[1.84 µM] | -11%[11.4 µM] | 2% | ?
O=C(CCCOc1ccccc1)N1CCCCC1 | 2 | 2% | 4% | -19
CC1(C)Oc2ccc3ccc(=O)oc3c2/C(=C/Nc2ccccc2)C1=O | 2 | -2% | -5% | 42
CN(C)S(=O)(=O)c1ccc(C(=O)Nc2nc(-c3cccs3)cs2)cc1 | 16 | -4% | -6% | 30
CC1=Nn2c(nnc2-c2cc(C)[nH]n2)SC1 | 5 | 0% | -1% | 3
CC(Sc1nnc(Cc2ccc([N+](=O)[O-])cc2)o1)C(N)=O (stereo not drawn) | 0 | -5% | 3% | 32
Cc1ccc2oc(-c3cccc(NC(=O)Cc4cccs4)c3)nc2c1 | 4 | -1% | 0% | 13
O=C(/C=C/c1ccco1)NC(=S)Nc1nc(-c2ccc3ccccc3c2)cs1 | . | . | 4% | 4
CCc1cc(C(=O)OC)c(NC(=O)C2CC(=O)NN2Cc2ccccc2)s1 (stereo not drawn) | 0 | -5% | -5% | 14
COc1ccc([N+](=O)[O-])cc1NC(=O)C(C)Sc1nc(C)c(C)c(C)n1 (stereo not drawn) | . | . | -6% | -19
Cc1nnc(NC(=O)CSc2nnc(Cc3ccccc3)n2Cc2ccccc2)s1 | 7 | -3% | -3% | -14
COC(=O)C1=C(C)N=C2SC(C#N)=C(N)N2C1c1cc(OC)c(OC)c(OC)c1 (stereo not drawn) | ? | -10% | -4% | 2
CCCn1nnc(NC(=O)c2cccc(Cl)c2)n1 | 5 | -8% | -2% | -24
CCOc1ccc(C(=O)CSc2nnc(C3CC3)n2C)cc1 | 9[0.0738 µM] | . | -3% | -2
O=C(OCc1cn(-c2ccc(Cl)c(Cl)c2)nn1)c1ccccc1Cl | -2 | 4% | -1% | 7
CCNC(=S)N(Cc1cc2cccc(C)c2[nH]c1=O)C1CCCC1 | 9 | . | -30% | -119*
Cc1ccccc1-n1c(=O)cc(N2CCN(Cc3ccccc3)CC2)[nH]c1=O | 5 | -4% | -1% | -3
CCC(=O)NC(=S)Nc1ccc(Cl)cn1 | 6 | 0% | 4% | 0
COc1ccc(-n2nnnc2SCC#CCO)cc1 | 10 | 7% | 0% | ?
CC1CC(C)CN(CCOc2ccc(Cl)cc2Cl)C1 (stereo not drawn) | 7 | 28% | -1% | -27
Cc1ccc(S(=O)(=O)c2c(C)nn(C(C)(C)C)c2OC(=O)C2CCCC2)cc1 | 6 | 7% | -4% | 21
COc1nc(Oc2ccc(=O)[nH]n2)nc(N2CCOCC2)n1 | -8 | 6%[2.29 µM] | -4% | -10
O=C(Nc1ccccc1)N1CCCc2ccccc21 | -6 | . | 4% | -100*
COc1ccc(-c2nncnn2)cc1 | 9 | . | -3% | 27
CCOC(=O)C1CCCN(c2c(NCC3CCCO3)c(=O)c2=O)C1 (stereo not drawn) | -5 | -1% | -1% | 11
CSc1ccccc1NC(=O)CSCc1ccc(C)cc1 | 6 | -5% | -4% | 25
Cc1ccc(N(CC(=O)Nc2cccc(N(C)S(C)(=O)=O)c2)S(C)(=O)=O)cc1 | -5 | -7% | -4% | 24
Cc1ccc(C(C(=O)NC(C)(C)C)N(C(=O)c2csnn2)C2CC2)cc1 (stereo not drawn) | -3 | . | -2% | -6
O=c1c2ccccc2c(/C=N/n2cnnc2)c(O)n1-c1ccccc1F | -12 | -11% | -5% | 13
CN(C)S(=O)(=O)N1CCN(c2ccccc2)CC1 | 0 | -3% | -6% | 55
COc1cccc(C(=O)N/N=c2\oc3c(OC)cccc3cc2C(=O)NCc2ccccc2)c1 | 4 | . | -2% | 19
O=C(NCc1ccco1)c1ccc(Cn2c(=O)c3ccccc3n(Cc3ccc(Cl)cc3)c2=O)cc1 | 7 | -28% | 5% | 19
Cc1ccc(C(=O)N2CCCCCC2)cc1Br | 3 | -2% | -5% | ?

# Part of the list above in order of number of heavy atoms, lowest first.
Molecule | IMPase inh | ALOX15B inhib | 12-hLO inh | PNC assembly inh
Cc1ccc(C(C(=O)NC(C)(C)C)N(C(=O)c2csnn2)C2CC2)cc1 (stereo not drawn) | -3 | . | -2% | -6
COc1cccc(C(=O)N/N=c2\oc3c(OC)cccc3cc2C(=O)NCc2ccccc2)c1 | 4 | . | -2% | 19
O=C(NCc1ccco1)c1ccc(Cn2c(=O)c3ccccc3n(Cc3ccc(Cl)cc3)c2=O)cc1 | 7 | -28% | 5% | 19
